Source: PubChem BioAssay
RmlCD inh 1536: M. tuberculosis RmlC/RmlD coupled enzyme inhibitors, primary screen, biochemical, compound mixtures, 384-well, from 1536-well plates. dTDP-4-dehydrorhamnose reductase (Mycobacterium tuberculosis (strain ATCC 25618 / H37Rv)) …. RmlC+RmlD coupled enzyme assay, percent inhibition; primary screen in compound mixtures. inhibition, % at 3.6 µM. actives 0.03% (n = 160,000). AID 1533, 2009; in the data active = inhibition mostly above about 34%, no sharp cut-off; inconclusive = no clear call, values can overlap the other calls; inactive = mostly below about 22%; note: some results filed as inactive read as strong as hits
Target sequence (P9WH09 whole entry, looked up): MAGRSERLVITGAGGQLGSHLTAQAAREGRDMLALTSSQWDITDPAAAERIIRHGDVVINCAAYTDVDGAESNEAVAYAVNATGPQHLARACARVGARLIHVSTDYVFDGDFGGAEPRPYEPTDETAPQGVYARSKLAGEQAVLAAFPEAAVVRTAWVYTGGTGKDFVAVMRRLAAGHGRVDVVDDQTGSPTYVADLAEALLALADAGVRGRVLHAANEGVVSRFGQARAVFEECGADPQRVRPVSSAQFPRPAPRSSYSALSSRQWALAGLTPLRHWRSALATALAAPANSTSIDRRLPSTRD
Target sequence (P9WH11 whole entry, looked up): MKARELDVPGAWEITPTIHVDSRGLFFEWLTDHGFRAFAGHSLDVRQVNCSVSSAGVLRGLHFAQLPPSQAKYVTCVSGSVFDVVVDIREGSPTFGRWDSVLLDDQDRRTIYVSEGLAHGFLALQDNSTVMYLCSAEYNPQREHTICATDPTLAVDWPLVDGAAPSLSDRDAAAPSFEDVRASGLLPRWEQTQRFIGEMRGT
GlmU inhibition: inhibition of mycobacterial GlmU enzyme – biochemical, glucosamine-1-phosphate acetyltransferase (AID 1376) | inhibition, %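 (tested at 30 µM in the primary screen)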, or IC50 in µM where a hit was titrated | actives 0.25% (n = 220,000) | M. tuberculosis GlmU acetyltransferase enzyme assay; higher % means a stronger effect; in the data active = inhibition above about 13%; inconclusive = no clear call, values can overlap the other calls;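 note: 0% = complete reaction with vehicle and 100% = reaction without substrate; strong numbers were not always called active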
Numbers without * were called inactive; ? = inconclusive; . = no result given. These rows are one share of the data; the hit share may differ from the screen's.

SMILES | RmlCD inh 1536 | GlmU inhibition
Cc1cc(C)nc(NS(=O)(=O)c2ccc(NC(=O)CN3C(=O)C4CC=CCC4C3=O)cc2)n1 (stereo not given) | -5.2 | -0.6%
COc1ccc(N(C)C(=O)Cc2c(C(=O)O)[nH]c3ccccc23)cc1 | -8.5 | -5.2%
COC(=O)C1=C(C)N(c2cccc(Cl)c2)C(=O)C1 | 9.0 | 1.2%
O=S(=O)(c1cnc[nH]1)N1CCc2ccccc21 | -8.0 | -2.2%
C[C@H](NC(N)=O)C(=O)OCC(=O)NCc1cccs1 | ? | -8.4%
CC1CCC(NC(=O)C2CCN(C(=O)NC3CCCCC3)CC2)CC1 (stereo not given) | 15.7 | -0.2%
O=C(NC1CCCC1)c1ccc(COCC(F)(F)C(F)F)o1 | . | 0.7%
COC(=O)Cn1c(=O)n(CCc2ccccc2)c(=O)c2c3c(sc21)CCCC3 | . | -0.9%
Cc1c(NS(=O)(=O)c2ccc(Cl)c(C(=O)OC(C)C(=O)NCc3ccco3)c2)c(=O)n(-c2ccccc2)n1C (stereo not given) | 2.6 | 7.3%
O=S(=O)(Nc1cccc(-c2cn3cccnc3n2)c1)c1ccc(Cl)cc1 | . | -8.7%
CC(=O)Nc1ccc(S(=O)(=O)NCC(=O)OCc2cc(=O)oc3ccc4ccccc4c23)cc1 | 0.9 | 2.6%
C=CCN1C(=O)C2(C(C(=O)c3ccc(C)o3)=C(O)C(=O)N2CCCN2CCOCC2)c2ccccc21 (stereo not given) | 8.5 | 3.8%
CC(=O)OC[C@]1(OC(C)=O)C[C@@]23CC[C@H]4[C@@](C)(CCC[C@@]4(C)C(=O)O)[C@@H]2CC[C@@H]1C3 | . | 1.7%
Cc1ccc(CN(C(=O)Cn2nnc3ccccc32)C(C(=O)NCc2ccco2)c2cccs2)cc1 (stereo not given) | . | 2.9%
Cc1ccc(-n2c(SCC(=O)N3CC(=O)Nc4ccccc43)nc3ccccc3c2=O)cc1C | -3.0 | 0.3%
Cc1csc(NC(=O)C2C3C=CC(C3)C2C(=O)O)n1 (stereo not given) | -4.7 | 5.2%
CCC(C)Sc1nc(O)cc(=O)[nH]1 (stereo not given) | . | -0.9%
CCN1CC=C2C(C#N)=C(N)C(C#N)(C#N)C(CCc3ccccc3)C2C1 (stereo not given) | . | 0.6%
CCOC(=O)C1=C(C)NC(C)=C(C(=O)OCC)C1C(=O)OCC(=O)N(C)C | . | 8.9%
O=C(O)c1ccccc1NN=C1CCCCC1 | 5.3 | -0.4%
CCN(CC)S(=O)(=O)c1ccc(N2CCOCC2)c(NC(=O)Cc2cccc3ccccc23)c1 | 59.2 | 1.9%
Cc1ccc(C(=O)c2cc(C)sc2NC(=O)CN2CCN(C(=O)c3ccco3)CC2)cc1 | . | -5.8%
COc1ccccc1NC(=S)Nc1cccc(F)c1 | 6.0 | -2.6%
CCN1CCN(C(=O)NC2CC(=O)N(c3ccc(OC)cc3)C2)CC1 (stereo not given) | -7.3 | 3.4%
Cc1cc(=O)oc2ccc(OC(=O)CC(C)C)cc12 | 16.5 | -4.7%

Next records:
SMILES | RmlCD inh 1536 | GlmU inhibition
C/C(CC(=O)Nc1cccc(Cl)c1)=N\NC(=O)Cc1ccc(Cl)cc1 | -5.9 | 0.9%
COCCOc1nc2c(c(=O)n(C)c(=O)n2C)n1Cc1cccc(OC)c1 | 9.7 | -1.4%
Cc1ccc(N(CC(N)=O)C2SC(=O)N(C)C2=O)cc1 (stereo not given) | -6.8 | 1.5%
CCN(CC)c1cc(NCCO)c([N+](=O)[O-])c2nonc12 | -17.6 | -3.5%
CCN(CC)c1ccc(C2=NNC(=O)CC2C)cc1[N+](=O)[O-] (stereo not given) | . | 1.9%
CN1CCN(S(=O)(=O)c2ccc3ccccc3c2)CC1 | 5.4 | -1.6%
O=C(COc1ccc(NC(=O)c2ccccc2[N+](=O)[O-])cc1)c1ccc(F)cc1 | -13.4 | 4.5%
O=C(c1cccc(Cl)c1)N1CCC(=O)N(C(COCc2ccccc2)Cc2ccccc2)CC1 (stereo not given) | . | -4.3%
CC(CCc1ccccc1)NC(=O)CSc1nnnn1C (stereo not given) | . | 1.7%
COc1cccc(OCc2cc(C3Nc4ccccc4C(=O)N3Cc3ccco3)ccc2OC)c1 (stereo not given) | . | -3.1%
CC1C=CCC2C(=O)N(c3ccc(OC(=O)c4cccs4)cc3)C(=O)C12 (stereo not given) | 6.6 | 1.5%
CCOC(=O)C1CCCN(Cc2ccc(OCC)cc2)C1 (stereo not given) | 61.4 | -4.4%
CCn1c(N)nc2ccccc21 | . | 0.2%
Cc1ccccc1NC(=O)CNc1ccccc1C(=O)NCc1ccco1 | -11.5 | 1.8%
N#C/C(=N/Nc1ccc(S(=O)(=O)N2CCOCC2)cc1)C(N)=O | -10.1 | 2.1%
NC(=O)c1ccccc1NC(=O)CCc1ccccc1 | . | -0.3%
C=CCSC(CC)(CC)C(N)=O | -8.5 | 2.1%
CC(=O)N1N=C(c2ccco2)CC1c1cc2ccc(C)cc2nc1Cl (stereo not given) | 36.0 | -1.8%
COc1ccc(C2CC(c3ccccc3)=NN2C(=O)COC(=O)/C=C/c2ccc(O)c(OC)c2)cc1 (stereo not given) | 8.7 | 2.4%
CN(c1cccc(NC(=O)CN(c2ccc(C34CC5CC(CC(C5)C3)C4)cc2)S(C)(=O)=O)c1)S(C)(=O)=O | 6.0 | 4.0%
COc1ccc(F)cc1C(=O)C1CCCN(Cc2cnc(C)s2)C1 (stereo not given) | -4.6 | 1.1%
O=[N+]([O-])c1cccc(S(=O)(=O)N2CCC(c3nc(-c4ccncc4)no3)CC2)c1 | . | -5.1%
COCCCNc1nc2c(c(=O)[nH]c(=O)n2C)n1CC(O)COc1ccccc1C (stereo not given) | 5.9 | 1.6%
COC(=O)c1ccc(Oc2cc(C)nc(-n3nc(C)cc3C)n2)cc1 | 8.3 | -2.2%
Cc1cc([N+](=O)[O-])nn1CC(=O)Nc1nc2ccccc2s1 | 4.2 | -5.9%

Profiles, quoted from the list. Order of values: RmlCD inh 1536, GlmU inhibition
COc1cccc(OCc2cc(C3Nc4ccccc4C(=O)N3Cc3ccco3)ccc2OC)c1 (stereo not given) in the list: ., -3.1%
C=CCN1C(=O)C2(C(C(=O)c3ccc(C)o3)=C(O)C(=O)N2CCCN2CCOCC2)c2ccccc21 (stereo not given) in the list: 8.5, 3.8%
COC(=O)c1ccc(Oc2cc(C)nc(-n3nc(C)cc3C)n2)cc1 in the list: 8.3, -2.2%
COc1ccccc1NC(=S)Nc1cccc(F)c1 in the list: 6.0, -2.6%

Later entries:
SMILES | RmlCD inh 1536 | GlmU inhibition
Cc1cc(N2CCCC2)nc(N2C3CCC2CC(O)(c2ccc(F)cc2)C3)n1 (stereo not given) | -5.9 | -5.8%
Cc1sc2nc(C)n(/N=C/c3ccc(O)cc3)c(=O)c2c1C | -6.3 | 2.9%
OCOCCCn1c(C2CCCN2c2nc(-c3ccc(F)cc3)cs2)nc2cc(Cl)c(N3CCCCC3)cc21 (stereo not given) | . | 1.5%
COc1ccccc1NC(=O)C(=O)N(c1cccnc1)C(C(=O)NC(C)(C)C)c1ccccc1 (stereo not given) | -7.1 | -1.1%
O=C(c1ccccc1F)N1CCN(CC2CC3C=CC2C3)CC1 (stereo not given) | 0.1 | 3.5%
Cc1ccc2oc(=O)c3cnn(CC(=O)N(Cc4ccco4)C4CCCCC4)c3c2c1 | -4.2 | 1.3%
COc1cc(/C=N/Nc2cccc3cccnc23)cc(OC)c1O | -8.7 | 4.3%
CCOc1ccc(OCC)c(NC(=O)CN(C)S(=O)(=O)c2ccc3nc(C)sc3c2)c1 | 16.3 | 0.9%
CC(C)CC(=O)NCc1ccc2[nH]c3c(c2c1)CCCC3 | 2.7 | 3.0%
CCC1CCCCN1CCCNC(=O)C1CCC(=O)N1Cc1ccc(C)cc1 (stereo not given) | . | -7.6%
COC(=O)c1scc(C)c1N/N=C(\C)c1ccc(F)cc1F | . | 2.0%
CC(=O)CSc1ncnc2nc[nH]c12 | . | -2.0%
Cc1ccccc1-c1n[nH]c(=S)n1/N=C/C=C/c1ccco1 | 4.0 | 0.3%
CC1(C)CC(N(Cc2cccs2)C(=O)c2ccco2)CCO1 (stereo not given) | -6.3 | -0.2%
CCN(CC)S(=O)(=O)c1cc(NC(=O)CCCOc2ccc(C(C)=O)cc2)ccc1C | -9.0 | -5.9%
Cn1cc(Br)c(NS(=O)(=O)c2ccc(Cl)s2)n1 | 9.9 | -0.8%
CCCNC(=O)CCc1c(C)nc2nc(C)nn2c1C | 3.8 | .
CCOC(=O)c1ccc(N2C(=O)c3n[nH]c(C)c3C2c2ccc(O)cc2)cc1 (stereo not given) | 10.8 | -8.7%
Cc1cccc(C(=O)N/N=C/c2ccc3c(c2)OCO3)n1 | -0.1 | 1.8%
Cc1ccccc1CSCC(Nc1ccc(C(=O)O)cc1[N+](=O)[O-])C(=O)O (stereo not given) | 6.5 | 3.1%
O=C(CN1CCCCCC1)N/N=C/c1cccc(Cl)c1Cl | -1.4 | 4.0%
CCc1cc2c(NCC3CCCO3)nc(C)nc2s1 (stereo not given) | . | -2.3%
CCn1c2ccccc2c2cc(NC(=O)CSc3nnc(-c4cccc(C)c4)o3)ccc21 | 5.5 | -2.7%
CN1CCN(CCc2nc3cc(NC(=O)c4ccco4)ccc3n2C)CC1 | -7.4 | -6.2%
Cc1ccc(N2CN(Cc3ccco3)CNC2=S)cc1 | 0.9 | -1.2%

Retrieved one by one from the list above:
SMILES | RmlCD inh 1536 | GlmU inhibition
CCOC(=O)c1ccc(N2C(=O)c3n[nH]c(C)c3C2c2ccc(O)cc2)cc1 (stereo not given) | 10.8 | -8.7%
Cc1sc2nc(C)n(/N=C/c3ccc(O)cc3)c(=O)c2c1C | -6.3 | 2.9%

Additional results:
SMILES | RmlCD inh 1536 | GlmU inhibition
CCCn1c(SCC(=O)c2cc(C)ccc2C)n[nH]c1=O | . | -0.7%
COc1ccc(OC)c(-c2csc(N(CC3CCCO3)C(=O)C3CCCCC3)n2)c1 (stereo not given) | 11.2 | 1.6%
CCOC(=O)C1CCCCN1Cc1ccc(OC)c(OC)c1OC (stereo not given) | . | 0.6%
CCCCNS(=O)(=O)c1ccc(S(=O)(=O)N2CCC3(CC2)OCCO3)cc1 | . | -3.0%
Fc1cccc(CCN2C(=S)NC[C@@H]2Cc2ccccc2)c1 | . | 1.0%
Cn1cccc1Cc1nnc(SCC(=O)Nc2ccc(Cl)cc2)n1-c1ccc(F)cc1 | -7.1 | 3.2%
Cc1ccc(OCC(=O)NCc2ccco2)c([N+](=O)[O-])n1 | -3.8 | -2.9%
CCOC(=O)C1=C(C)NC(=O)NC1C1CC=CCC1 (stereo not given) | 9.3 | -4.0%
O=C(COC(=O)c1ccccc1C(=O)c1ccc(Cl)cc1)NCC1CCCO1 (stereo not given) | 3.8 | -1.8%
CCN(CCn1cccn1)Cc1nc(-c2ccccc2)no1 | -12.6 | 1.0%
O=C1c2ccccc2C(=O)C1C1=Nc2ccccc2NC(c2ccccc2)C1 (stereo not given) | 8.4 | -1.8%
COc1ccc(Cc2nnc(SCC(=O)NCCc3ccccc3)o2)cc1 | 7.9 | 6.8%
CNS(=O)(=O)c1cccc(C(=O)OCC(=O)Nc2ccc(-c3nc4ccc(C)cc4s3)cc2)c1 | -6.7 | -0.7%
CCOc1ccc2nc(N3CCC(C(=O)N4CCN(C(=O)c5ccco5)CC4)CC3)sc2c1 | -2.9 | 3.3%
Cc1nn(C)c(C)c1S(=O)(=O)N(CC(=O)NCc1cccs1)c1ccc(C(C)C)cc1 | 1.3 | -3.5%
COC(=O)c1c(C(=O)OC)c(C)n(Cc2ccco2)c1C | . | 4.4%
Cc1cc(C)cc(OCC(=O)OCC(=O)N2CC(=O)Nc3ccccc32)c1 | -10.8 | 0.4%
CCc1cccc2c(C(=O)COC(=O)c3c(C)noc3C)c[nH]c12 | 9.7 | -15.6%
Cc1ccc(CNC(=O)CS(=O)(=O)CC(=O)O)cc1 | 10.4 | -2.5%
CC1CCC(NC(=S)NCCN(C)C)CC1 (stereo not given) | 8.3 | -4.1%
Fc1ccc(-n2c(Cn3nnc4ccccc43)n[nH]c2=S)cc1 | 35.4 | -0.3%
COc1ccc(S(=O)(=O)Nc2cc(C(C)C)c(O)cc2C)cc1 | 13.9 | 3.3%
Nc1nc(CCOc2ccc(F)cc2)cs1 | 0.8 | -9.3%
CSc1nnc(C(C)(C)C)c(=O)n1/N=C/c1c(O)ccc2ccccc12 | -11.1 | 1.6%
CCCCn1c(=O)c(C(=O)NCc2ccncc2)c(O)c2ccccc21 | 1.4 | 2.1%

(cont.)
SMILES | RmlCD inh 1536 | GlmU inhibition
CN1C2CCC1CC(OC(=O)c1ccc([N+](=O)[O-])cc1)C2 (stereo not given) | 5.0 | 1.4%
COc1ccccc1OC(=O)CCc1nc2ccccc2s1 | -0.8 | 3.9%
Cc1ccc(/C=N/NC(=O)c2nnn(-c3nonc3N)c2CSc2ccc(Cl)cc2)cc1 | -5.8 | 0.6%
CCN(CC)CCN1C(=O)c2ccccc2NC1c1ccc(Br)cc1 (stereo not given) | -9.2 | 4.9%
O=C(O)C1(S(=O)(=O)CCC(F)=C(F)F)CC1 | . | -3.4%
CCCc1nc(SCC(=O)Nc2ccc(N3CCOCC3)cc2)c2ccccc2n1 | . | -6.3%

5 consecutive records from above, quoted:
SMILES | RmlCD inh 1536 | GlmU inhibition
CN1C2CCC1CC(OC(=O)c1ccc([N+](=O)[O-])cc1)C2 (stereo not given) | 5.0 | 1.4%
COc1ccccc1OC(=O)CCc1nc2ccccc2s1 | -0.8 | 3.9%
Cc1ccc(/C=N/NC(=O)c2nnn(-c3nonc3N)c2CSc2ccc(Cl)cc2)cc1 | -5.8 | 0.6%
CCN(CC)CCN1C(=O)c2ccccc2NC1c1ccc(Br)cc1 (stereo not given) | -9.2 | 4.9%
O=C(O)C1(S(=O)(=O)CCC(F)=C(F)F)CC1 | . | -3.4%
